# From PubChem BioAssay
# TRPV1 agonist: activates the human vanilloid receptor TRPV1; TRPV1-expressing cells, Fluo-8 calcium influx, agonist mode; Q8NER1; activation, % at 8.33 µM; actives 0.19% (n = 320,000); in the data active = activation above about 80%; inconclusive = between about 30% and that limit; also: 0% is about no effect
#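 Cells expressing TRPV1 were dye-loaded with Fluo-8 and read kinetically: 10 s baseline, 3 min after compound (agonist portion), then 2 min after EC20 capsaicin (allosteric enhancer portion). Calcium-bound dye fluorescence at 480/520 nm.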
# AT treatment: potential ataxia-telangiectasia treatments restoring KAP-1 phosphorylation | actives 0.19% (n = 320,000) | Potency, µM (titrated, usually from 57.5 µM), without a hit: at the highest dose activation, hits mostly activators | […] A-T fibroblasts, KAP-1 phosphorylation AlphaLISA; neocarzinostatin DNA damage 30 min before lysis; also: potency is read from the fitted curve at half-maximal effect; % of control where 0% means no effect; nearly all actives have a fitted effect of over 45% in size
#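 hTERT-immortalized A-T patient fibroblasts ([…]), 500 cells/well in OPTI-MEM, 1% FBS, got compounds for 60 min, then NCS for 30 min at 37C. Lysates were then assayed for phospho-KAP-1 by AlphaLISA (anti-pKAP1 donor, anti-KAP1 acceptor beads), 6 hr at 25C.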
# KCNH2 WT inh: inhibitors of human wildtype KCNH2 potassium channel | actives 0.37% (n = 340,000) | U2OS, BacMam KCNH2, thallium flux FluxOr; stronger effect = lower value | activity change, % at 1.84 µM | Q12809 | AID 720551;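 active = maximum activity change below -70%; inconclusive = maximum activity change between -70% and -50%; inactive = maximum activity change above -50%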; also: % is scaled to controls: 0 for no effect and ±100 for the full control effect
#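 U2OS cells transduced with wild-type KCNH2 virus are loaded with FluxOr dye for 45 min, and thallium flux is measured in kinetic reads before and after stimulation buffer. Rate constants are normalized to DMSO controls.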
# ELG1 repair inh: inhibitors of ELG1-dependent DNA repair in HEK293T cells; HEK293T ELG1-luciferase reporter, luminescence, 16 h; DNA damage induced by 5-fluorouridine; Potency, µM (highest dose often 46.1 µM), for inactives: at the top dose activity change, negative = inhibition, most hits filed as inhibitors; actives 2.3% (n = 330,000); also: potency is read from the fitted curve at half-maximal effect; % is scaled to controls: 0 for no effect and ±100 for the full control effect; nearly all actives have a fitted effect of over 55% in size
#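 HEK293T cells expressing luciferase-tagged ELG1 (2,000/well) received 5-Fluorouridine plus compound or DMSO for 16 hr at 37 °C. Luciferase was read by ONE-Glo luminescence after 30 min at room temperature.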
# Mito fusion yeast: inhibitors of mitochondrial division or activators of mitochondrial fusion; S. cerevisiae fusion-defective mutant growth rescue, CellTiterGlo 48 h; Potency, µM (highest dose often 46.1 µM), inactives show at the highest dose growth rescue (activation), usual class: activators; actives 0.23% (n = 320,000);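 also: potency is read from the fitted curve at half-maximal effect; % of control where 0% means no effect; nearly all actives have a fitted effect of over 45% in size; temperature-sensitive fusion mutants such as fzo1-1 at 37 °C on non-fermentable ethanol glycerol medium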
#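 Read-out: ATP-based luminescence (CellTiterGlo, 10 min ambient) reporting growth of fusion-defective ts yeast after 48 hours at 37C on glycerol/ethanol YPEG medium in the presence of compound.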
# Eya2 inh: blocks the phosphatase activity of human Eya2; O00167; recombinant Eya2, OMFP fluorescence dephosphorylation (OMFP is methylfluorescein phosphate); Potency, µM (highest dose often 76.9 µM), for the others: at the top dose activity, negative = inhibition, actives largely listed as inhibitors; actives 0.006% (n = 330,000); AID 488837; also: potency is read from the fitted curve at half-maximal effect; % is scaled to controls: 0 for no effect and ±100 for the full control effect
# Target sequence (O00167 whole entry, looked up): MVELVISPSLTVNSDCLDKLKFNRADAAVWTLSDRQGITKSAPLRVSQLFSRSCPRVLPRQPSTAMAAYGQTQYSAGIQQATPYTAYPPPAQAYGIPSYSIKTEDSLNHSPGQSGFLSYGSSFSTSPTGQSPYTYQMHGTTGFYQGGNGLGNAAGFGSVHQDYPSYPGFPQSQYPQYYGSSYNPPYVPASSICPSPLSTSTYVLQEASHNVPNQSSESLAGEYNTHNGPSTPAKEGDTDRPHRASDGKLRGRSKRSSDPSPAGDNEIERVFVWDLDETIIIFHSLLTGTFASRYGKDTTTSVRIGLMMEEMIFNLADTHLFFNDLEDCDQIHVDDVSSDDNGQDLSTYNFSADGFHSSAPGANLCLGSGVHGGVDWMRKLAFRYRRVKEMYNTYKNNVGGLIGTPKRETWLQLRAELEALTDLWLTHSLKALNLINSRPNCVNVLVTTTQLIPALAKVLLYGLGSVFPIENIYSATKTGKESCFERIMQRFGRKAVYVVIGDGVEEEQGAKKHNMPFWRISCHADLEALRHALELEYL
#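 Eya2 (0.2 uM) preincubated 10 min at ambient with compound, then OMFP substrate added at 50 uM; 10 min reaction in 50 mM HEPES pH 7.5, 50 mM NaCl, 5 uM MgCl2, 0.05% BSA, 1 mM DTT. Fluorescence read at Ex 485/Em 525 nm.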
# USP2a inh: blocks human ubiquitin-specific protease USP2a; Potency, µM (highest dose often 38.3 µM), for the others: top-dose activity change, negative = inhibition, actives largely listed as inhibitors; USP2 core, Ub-CHOP2 coupled fluorogenic reporter, 485/531; O75604; AID 463254; actives 0.01% (n = 330,000);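 also: potency is read from the fitted curve at half-maximal effect; plate controls were DMSO wells for no effect and full inhibition by NEM control for full effect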
# Target sequence (O75604 whole entry, looked up): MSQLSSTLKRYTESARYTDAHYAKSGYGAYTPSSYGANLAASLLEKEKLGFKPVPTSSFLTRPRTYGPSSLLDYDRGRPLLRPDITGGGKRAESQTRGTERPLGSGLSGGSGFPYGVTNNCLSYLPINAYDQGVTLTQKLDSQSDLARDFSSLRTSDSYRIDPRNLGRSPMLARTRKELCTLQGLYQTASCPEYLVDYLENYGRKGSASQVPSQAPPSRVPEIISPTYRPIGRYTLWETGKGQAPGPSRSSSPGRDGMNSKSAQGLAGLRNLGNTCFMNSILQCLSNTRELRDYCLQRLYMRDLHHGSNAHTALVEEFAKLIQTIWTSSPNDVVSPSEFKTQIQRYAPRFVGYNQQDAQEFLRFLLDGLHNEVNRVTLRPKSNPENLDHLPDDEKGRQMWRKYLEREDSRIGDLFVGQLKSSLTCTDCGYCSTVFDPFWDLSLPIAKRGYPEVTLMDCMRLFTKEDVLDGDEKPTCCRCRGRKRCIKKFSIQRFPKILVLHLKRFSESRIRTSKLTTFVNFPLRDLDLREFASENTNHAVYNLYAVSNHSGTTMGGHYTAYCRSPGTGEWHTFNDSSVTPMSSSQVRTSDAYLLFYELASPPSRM
#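 Deubiquitinase activity read as fluorescence (485/531 nm) after Ub-CHOP2 cleavage activates the enterokinase reporter on its substrate; USP2 core 10nM, Ub-CHOP2 and substrate 25nM each, 30min compound preincubation then 60min RT; data normalized to NEM, curves fitted.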
# KCNH2 3.1 inh: KCNH2 3.1 (human) potassium channel inhibition. actives 0.95% (n = 340,000). U2OS KCNH2 3.1, thallium flux FluxOr; stronger effect = lower value. AID 720553. activity change, % (tested at about 1.8 µM);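 active = maximum activity change below -70%; inconclusive = maximum activity change from -70% to -50%; inactive = maximum activity change above -50%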;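 also: thallium influx rate constant from kinetic fluorescence after stimulation buffer; % is scaled to controls: 0 for no effect and ±100 for the full control effect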
#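 Thallium flux read-out: FluxOr dye with Red40 quencher in HBSS/HEPES, 45 min at RT. Rate constants from kinetic reads were normalized to positive and negative DMSO controls. Cells: U2OS virally expressing the 3.1 isoform.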
# TCR activator: T cell receptor activation | 330,000 tested, under 10 active | primary human leukocytes, anti-CD3, IL-2 HTRF, 48 h | Potency, µM (top dose mostly 9.22 µM), for the others: at the top dose activation of IL-2 secretion, usual class: activators; also: % of control where 0% means no effect
#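 1) Mix primary human leukocytes, a-CD3 beads and compound. 2) Incubate 48 hr. 3) Add HTRF IL-2 reagents (a-IL-2-K, a-IL-2-d2).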
# TSHR antag: antagonists of human thyroid stimulating hormone receptor; TSHR-expressing cells, TSH-stimulated cAMP HTRF, 2 h; stronger effect = lower value; activity change, negative = inhibition, % at 11.5 µM; actives 0.2% (n = 330,000);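 active = activity change below a set negative limit, meaning inhibition stronger than a set level, cut at about -70% in these data; inconclusive = activity change between two set negative limits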; also: % is scaled to controls: 0 for no effect and ±100 for the full control effect
#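 Competitive HTRF cAMP read-out (cryptate anti-cAMP antibody, cAMP-d2; 30 min, room temperature) in freshly harvested TSHR cells. Compounds added before TSH at EC80 (4nM final), followed by 2 hours' incubation at 37 deg C.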
# * hit, by the source's call; ? = inconclusive; nt = not tested or not shown; & = joins results of further samples; [ ] = another dose, or the depositor's remark. Unless noted, calls follow the shape of the dose curve; as a rule, active = well fitted curve in the direction sought with a large enough effect; inconclusive = small, poorly fitted or top-dose-only effect, or another doubt; inactive = no such curve, though single readings can be large; an effect the other way counts as inactive or inconclusive. An excerpt; rates above refer to the full screens.
1: COc1ccc(OC)c2sc(NC(=O)c3ccc(S(=O)(=O)N4CCOCC4)cc3)nc12
2: CCC(CC)C(=O)NCc1ccc(OC)cc1
3: CN(C)C=Nc1c(Br)cc(Br)c2nonc12
4: Cc1ccc2occ(C3N[C@H](C(=O)O)CS3)c(=O)c2c1 (stereo partly drawn)
5: COc1ccccc1NC(=O)COC(=O)C1CC2CCCC(C1)C2=O (stereo not drawn)
6: CCc1c(C(=O)N/N=C/c2ccc(OCc3ccc(F)cc3)c(OC)c2)nnn1-c1nonc1N

Compound	1	2	3	4	5	6
TRPV1 agonist	-2	-2	?	-1	nt	0
AT treatment	-5%	-2%	14%	1%	3%	-3%
KCNH2 WT inh	-2	-1	-11	0	1	4
ELG1 repair inh	?	2%	5%	7%	-2%	-11%
Mito fusion yeast	-4%	8%	3%	2%	nt	-7%
Eya2 inh	14%	5%	20%	18%	2%	10%
USP2a inh	4%	6%	9%	2%	3%	2%
KCNH2 3.1 inh	14	20	-17	-3	2	-45
TCR activator	-4%	0%	-8%	-3%	-13%	3%
TSHR antag	-9	1	7	7	-4	2

7: CN(CC(=O)Nc1ccc(N2CCOCC2)cc1)C(=O)CSc1ccc(Br)cc1
8: CCc1c(C)sc(NC(=O)OC)c1C(N)=O
9: CN(C(=O)c1ccco1)c1nnc(C23CC4CC(CC(C4)C2)C3)s1
10: COc1cccc2c(=O)c3ccccc3oc12
11: CCCn1c(SCC(=O)Nc2cccc(C(=O)OCC)c2)nnc1-c1ccoc1C
12: Cn1c(=O)c2c(SCc3cccnc3)nc(CC(C)(C)C)nc2n(C)c1=O

Compound	7	8	9	10	11	12
TRPV1 agonist	-4	2	?	8&-5	4	nt
AT treatment	22%	-4%	16%	14%	9%	9%
KCNH2 WT inh	2	3	-2	5	-9	-12
ELG1 repair inh	12%	0%	?	?	?	?
Mito fusion yeast	0%	-3%	?	21%&3%	0%	?
Eya2 inh	-2%	1%	-8%	-6%&4%	16%	-8%
USP2a inh	4%	1%	-2%	-1%&-1%	5%	-1%
KCNH2 3.1 inh	-6	6	-10	11	30	0
TCR activator	0%	-14%	-3%[46.1 µM]	9%	1%	-8%
TSHR antag	6	7	-20	-3&-6	-11	-31

13: CCSc1cc(N2CCOCC2)nc(-c2ccc(Cl)cc2)n1
14: O=C(Nc1ccc(-n2cccn2)cc1)C1CCCCN1Cc1cccc2cccnc12 (stereo not drawn)
15: COc1cc(NC(=O)c2nccn2C)cc(C(=O)Nc2cccc(C(F)(F)F)c2)c1
16: Cc1c(C(=O)O)nn(-c2cccc(C(F)(F)F)c2)c(=O)c1C#N
17: COC(=O)c1cc(OC)c(OC)cc1NC(=S)N1CCN(c2ccccc2)CC1
18: COc1ccc(S(=O)(=O)N/N=C(/C)c2ccncc2)c(OC)c1

Compound	13	14	15	16	17	18
TRPV1 agonist	?	?	4	2	0	-2
AT treatment	16%	11%	6%	0%	-5%	6%
KCNH2 WT inh	-5	-3	-24&7	-1	-5	11
ELG1 repair inh	-11%	?	8%	6%	?	3%
Mito fusion yeast	4%	26%	24%	-1%	10%	-1%
Eya2 inh	-1%	-9%	5%	-1%	-28%	11%
USP2a inh	6%	3%	-12%	2%	2%	3%
KCNH2 3.1 inh	19	-11	?	9	-26	8
TCR activator	-1%[46.1 µM]	3%	1%	0%	2%	1%
TSHR antag	-2	-8	-5	-9	-15	4

19: Cc1cccc(NC(=O)c2c(C)nc3ccccn23)c1
20: O=C(CN1CCN(c2ncc(C(F)(F)F)cc2Cl)CC1)NC(=O)NCc1ccccc1
21: COC(=O)[C@@H](NC(=O)c1ccc2c(c1)S(=O)(=O)c1ccccc1C2=O)C(C)C
22: CC1CCCN(C2=C(NS(=O)(=O)c3ccc(Cl)cc3)C(=O)c3ccccc3C2=O)C1 (stereo not drawn)
23: Cc1nn(Cc2ccccc2)c(Cl)c1C(=O)NC(C)(C)C
24: O=C(COc1ccc2c(-c3ccccc3)cc(=O)oc2c1)NCC(O)c1ccccc1 (stereo not drawn)

Compound	19	20	21	22	23	24
TRPV1 agonist	10	-1	3	18	8	2
AT treatment	-3%	5%	-13%	-9%	10%	-10%
KCNH2 WT inh	10	9	-2	7	-15	-29
ELG1 repair inh	?	?	?	-8%	0%	-2%
Mito fusion yeast	-4%	8%	-1%	-11%	0%	1%
Eya2 inh	-1%	30%	11%	6%	-1%	6%
USP2a inh	1%	3%	-1%	0%	-4%	-1%
KCNH2 3.1 inh	22	?	-9	-5	-2	9
TCR activator	9%[46.1 µM]	4%	4%	-6%[46.1 µM]	-3%[46.1 µM]	-1%
TSHR antag	3	7	-3	8	-2	-3

25: CCOc1ccccc1NC(=O)COc1coc(CN2CCc3ccccc3C2)cc1=O
26: CCOc1ncccc1C(=O)OCC(=O)N1CCN(S(=O)(=O)c2ccccc2)CC1
27: CC(=O)c1ccc(NC(=S)Nc2ccc3cn[nH]c3c2)cc1
28: NS(=O)(=O)c1ccc(CCNC(=O)COC(=O)C2CCCN2C(=O)c2cccs2)cc1 (stereo not drawn)
29: COc1ccc(C(=O)N/C(=C\c2ccc3c(c2)OCO3)C(=O)Nc2ccc(C(=O)O)cc2)cc1
30: Cc1ccc(NC(=O)c2cc(C)no2)cc1

Compound	25	26	27	28	29	30
TRPV1 agonist	2	1	0	3	0	?
AT treatment	6%	6%	2%	3%	6%	-2%
KCNH2 WT inh	2	-2	-5	0	5	-6
ELG1 repair inh	?	1%	17%	14%	-4%	?
Mito fusion yeast	-3%	1%	8%	-2%	-2%	-6%
Eya2 inh	-2%	-10%[15.4 µM]	-24%	-2%	4%	-2%
USP2a inh	-2%	3%	1%	1%	0%	0%
KCNH2 3.1 inh	1	-6	-2	3	-12	6
TCR activator	1%	nt	3%	-8%	7%	-3%
TSHR antag	-15	-18	-6	-2	-3	-9

# Pulled by structure from the list above (5):
18: COc1ccc(S(=O)(=O)N/N=C(/C)c2ccncc2)c(OC)c1
9: CN(C(=O)c1ccco1)c1nnc(C23CC4CC(CC(C4)C2)C3)s1
22: CC1CCCN(C2=C(NS(=O)(=O)c3ccc(Cl)cc3)C(=O)c3ccccc3C2=O)C1 (stereo not drawn)
21: COC(=O)[C@@H](NC(=O)c1ccc2c(c1)S(=O)(=O)c1ccccc1C2=O)C(C)C
1: COc1ccc(OC)c2sc(NC(=O)c3ccc(S(=O)(=O)N4CCOCC4)cc3)nc12

Compound	18	9	22	21	1
TRPV1 agonist	-2	?	18	3	-2
AT treatment	6%	16%	-9%	-13%	-5%
KCNH2 WT inh	11	-2	7	-2	-2
ELG1 repair inh	3%	?	-8%	?	?
Mito fusion yeast	-1%	?	-11%	-1%	-4%
Eya2 inh	11%	-8%	6%	11%	14%
USP2a inh	3%	-2%	0%	-1%	4%
KCNH2 3.1 inh	8	-10	-5	-9	14
TCR activator	1%	-3%[46.1 µM]	-6%[46.1 µM]	4%	-4%
TSHR antag	4	-20	8	-3	-9

# The listing continues.
31: C=CC(=O)NC(NC(=O)C=C)c1ccc(Br)cc1
32: Cc1cccc(NC(=O)c2ccc(S(=O)(=O)N3CCCCC3)cc2)n1
33: Nc1ccc(Oc2ccc([N+](=O)[O-])cc2[N+](=O)[O-])cc1
34: COC(=O)c1cccc(Cn2cc([N+](=O)[O-])cn2)c1
35: COc1ccc(S(=O)(=O)N2CCCC(C(=O)NCCC3=CCCCC3)C2)cc1 (stereo not drawn)
36: S=c1nc[nH]c2c1sc1nc(N3CCOCC3)c3c(c12)CCCC3

Compound	31	32	33	34	35	36
TRPV1 agonist	nt	-1	0	1	?	-11
AT treatment	3%	-14%	1%	-1%	2%	-1%
KCNH2 WT inh	17	-2	10	nt	14	7
ELG1 repair inh	-14%	?	29%	-5%	-19%	10%
Mito fusion yeast	-5%	?	-2%	0%	-4%	0%
Eya2 inh	6%	-19%	-13%	2%	15%	3%
USP2a inh	3%	0%	-3%	8%	-1%	1%
KCNH2 3.1 inh	19	7	-21	nt	-12	11
TCR activator	0%	-5%	10%	nt	-7%	0%
TSHR antag	6	1	8	-4	-10	4

37: COc1ccc(Nc2nc(-c3ccc(OC)cc3)cs2)cc1
38: Cc1ccc(C(=O)Nc2ccccc2N2CCCC2)cc1
39: CC(O)CN=c1cc(-c2ccccc2)oc2ccc(Cl)cc12 (stereo not drawn)
40: CCc1ccc(CNC(=O)CCc2nc(-c3cccs3)no2)cc1

Compound	37	38	39	40
TRPV1 agonist	-3	19	8	3
AT treatment	-4%	1%	-1%	2%
KCNH2 WT inh	2	-5	8	2
ELG1 repair inh	?	-3%	?	0%
Mito fusion yeast	0%	4%	4%	4%
Eya2 inh	0%	2%	17%	2%
USP2a inh	-1%	0%	2%	-1%
KCNH2 3.1 inh	-6	10	-5	4
TCR activator	-6%	-3%	3%	-1%
TSHR antag	-3	2	0	15
